IDE inh – inhibitors of human insulin-degrading enzyme in cells | HEK cells, FAbetaB cleavage, fluorescence polarization | P14735 | inhibition, % at 5.59 µM | actives 0.41% (n = 320,000);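 active = percent inhibition above the average of all tested compounds plus 3 SD, set per screening campaign, cut at about 16% in these data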;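 note: IDE supplied by intact live HEK cells; FP after avidin binding of uncleaved biotin substrate so inhibition keeps polarization high; 0% = DMSO wells and 100% = 60 µM reference IDE inhibitor Ii1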
IMP-1 inhibitor – blocks Pseudomonas aeruginosa IMP-1 metallo-beta-lactamase | inhibition, % at 5.6 µM | AID 1556 | purified IMP-1, nitrocefin hydrolysis, epi-absorbance fluorescence | actives 0.45% (n = 290,000);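 active = inhibition above the mean plus 3 SD of all compounds in the same screening run, cut at about 4.5% in these data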;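 note: 0% = IMP-1 with DMSO and 100% = DMSO wells lacking enzyme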
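Assay system: purified recombinant IMP-1 beta-lactamase. Input: IMP-1 0.2 nM before substrate addition. Buffer or medium: Zinc- and detergent-supplemented HEPES buffer, pH 7.1. Schedule: 25 °C, 15 min preincubation, 25 min reaction. Signal: Epi-absorbance fluorescence, 480 nm excitation, 530 nm emission. Evaluation: percent inhibition from optical density relative to buffer-blank wells.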
VIM-2 inhibitor – inhibitors of Pseudomonas aeruginosa VIM-2 metallo-beta-lactamase | purified VIM-2, nitrocefin hydrolysis, epi-absorbance fluorescence | AID 1527 | inhibition, % at 5.6 µM | actives 0.89% (n = 290,000);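 active = inhibition above the mean of all tested compounds plus 3 SD, cutoff set per screening run, cut at about 7.5% in these data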;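 note: red hydrolysis product quenches plate fluorescence so inhibitors raise well fluorescence; 0% = enzyme with DMSO and 100% = DMSO without enzyme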
IDE act – boosts human insulin-degrading enzyme activity in HEK cells. P14735. FAbeta-B cleavage, fluorescence polarization; 0% vehicle, 100% cell-free pure enzyme wells. activation, % at 5.96 µM. actives 0.073% (n = 340,000);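 active = activation above the mean of all tested compounds plus 3 SD, set per screening campaign, cut at about 17% in these data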
FID counter – fluorescent intercalator displacement, NS3 helicase counter-screen; inhibition, % at 7.9 µM; DNA fluorescent intercalator displacement, fluorescence; actives 0.17% (n = 290,000); in the data active = inhibition above about 37%;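 note: 0% = vehicle and 100% = reference compound; higher means more ethidium bromide displaced from hairpin DNA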
PfM18AAP inh – blocks P. falciparum M18 aspartyl aminopeptidase | recombinant PfM18AAP, H-Glu-NHMec fluorogenic cleavage | inhibition, % at 7.35 µM | actives 1.2% (n = 290,000);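 active = inhibition above the campaign mean inhibition over all tested compounds plus 3 SD, cut at about 28% in these data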;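 note: 0% = plate median of test compound wells and 100% = 2 mM ZnCl2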
UBC9 SUMO inh – SUMOylation inhibition; P63279; HTRF SUMOylation assay, SAE1/SAE2 + UBC9, in vitro; inhibition, % at 35 µM; actives 0.36% (n = 290,000); AID 2006; in the data active = inhibition above about 50%, passing the limit was not always enough; note: strong numbers were not always called active
Target sequence (P63279 whole entry, looked up): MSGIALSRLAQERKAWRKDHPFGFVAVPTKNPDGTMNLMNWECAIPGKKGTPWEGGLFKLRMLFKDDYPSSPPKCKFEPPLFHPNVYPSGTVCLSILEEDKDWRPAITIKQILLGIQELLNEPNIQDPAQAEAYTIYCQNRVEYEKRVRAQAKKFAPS
NS3 helicase inh – HCV NS3 helicase inhibition; NS3 helicase DNA unwinding, Cy5 molecular beacon fluorescence; actives 0.56% (n = 290,000); inhibition, % at 10.9 µM;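 active = inhibition above the mean of all tested compounds plus 3 SD, set per campaign, cut at about 35% in these data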;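 note: 0% = DMSO wells and 100% = thioflavine S control wells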
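Control set: DMSO versus 110 µM thioflavine S; Material: NS3 helicase fragment of HCV; Measured by: Cy5 fluorescence at 0 and 60 min, beacon hairpin quenching; Read-out basis: percent inhibition from t60/t0 fluorescence ratio; Times: reaction time 60 min, 25 °C; Repeats: single replicate; Compound dosing: single dose, 10.9 µM nominal final, DMSO 0.8% final.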
pCIP destab – lowers stability of the mouse p/CIP coactivator protein; Q05BA5; F442A p/CIP-EGFP cells, EGFP fluorescence, 16 h; decrease of EGFP signal, % at 10 µM; actives 0.01% (n = 290,000); AID 1984;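 active = EGFP signal decrease of at least 30% at 10 µM or well 3 SD below plate mean, unless failing retest; inactive = the rest, including hits failing retest or dose response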; note: some compounds called inactive have numbers as strong as hits; many of its hits are not listed in these tables
Starred values were filed as active, the others as inactive; / = no result given. This is a random part of the collection; 3.6% or so of the library scored in one or more.

SMILES | IDE inh | IMP-1 inhibitor | VIM-2 inhibitor | IDE act | FID counter | PfM18AAP inh | UBC9 SUMO inh | NS3 helicase inh | pCIP destab
CCCCOC(=O)c1ccc(NC(=O)c2cnccn2)cc1 | 2 | -3.8 | -4.8 | 0 | -13 | 5 | 14 | 0 | -14
O=C(Cn1cncn1)c1ccc(F)cc1F | 2 | -1.5 | -4.3 | 1 | -2 | 25 | 5 | -1 | -13
COc1ccccc1CNC(=O)COC(=O)c1cccc(S(=O)(=O)N2CCCC2)c1 | 1 | -4.5 | -2.5 | 0 | -9 | 4 | -2 | -4 | -4
O=C(c1ccco1)N(Cc1ccc(Cl)cc1)C1CCS(=O)(=O)C1 (configuration not stated) | -5 | 0.1 | -0.1 | 7 | -18 | -8 | 13 | 10 | -16
O=C(O)C1C2CC3C(OC(=O)C31)C2Cl (configuration not stated) | 12 | -1.9 | 1.3 | 0 | 4 | -8 | 1 | 2 | -5
CCOC(=O)c1c(C)[nH]c(N=Nc2ccccc2C)c1C | -2 | -2.3 | -4.9 | 3 | -3 | -16 | -18 | -1 | -6
Cc1ccc(-c2nc(N)c3c(-c4ccc(C)cc4)nn(C(C)(C)C)c3n2)cc1 | 1 | -0.7 | 0.7 | 6 | 2 | 5 | 2 | 21 | 3
COc1ccc(Nc2ncnc3ccccc23)cc1 | -3 | -2.3 | 1.6 | 7 | 1 | 1 | 20 | -1 | -8
Nc1ccc(-c2nc3ncccc3o2)cc1 | 5 | 0.2 | -0.9 | 1 | -1 | 1 | 29 | 5 | 24
CCOc1cc2c(cc1OC)C(c1cccc([N+](=O)[O-])c1)NCC2 (configuration not stated) | 0 | -1.2 | -2.7 | -1 | 8 | -6 | 1 | 1 | 3
O=C(NCC(c1ccco1)N1CCN(c2ccc(F)cc2)CC1)OCc1ccccc1 (configuration not stated) | 9 | -2.6 | -1.4 | -3 | -17 | -3 | -17 | -16 | 5
CC(C)C(NS(=O)(=O)c1cccc2nsnc12)C(=O)NCCC1=CCCCC1 (configuration not stated) | -6 | -3.9 | 2.5 | 2 | -16 | 3 | 11 | -11 | -12
COc1ccc(NC(=O)NNC(=O)c2ccc(-c3ccccc3)cc2)cc1 | 3 | 4.9* | -0.9 | -5 | -15 | 6 | 37 | 9 | -2
CC(C)c1ccc(S(=O)(=O)N2CCC3(CC2)OCCO3)cc1 | 0 | -1.8 | 0.7 | -2 | -19 | 1 | -11 | 11 | 0
O=C(O)CCC(=O)N1CN2CN(C(=O)CCC(=O)O)CC([N+](=O)[O-])(C2)C1 | -5 | -3.0 | -2.1 | -2 | 2 | 3 | 2 | 12 | -10
CC(=O)C1=C(O)CC(c2ccccc2)CC1=NCCc1ccccc1 (configuration not stated) | 9 | -1.8 | 0.1 | 1 | -23 | 3 | 2 | -15 | 8
COC(=O)[C@@H]1C[C@@]2(O)[C@H](O)[C@H](O)[C@H](O)C[C@H]2N1C/C=C/c1ccccc1 | 4 | / | / | 3 | / | / | 8 | / | 18
COc1cc(/C=C/C(=O)N2CC(C)OC(C)C2)cc(OC)c1OC (configuration not stated) | -2 | -0.9 | 0.8 | -3 | -14 | -1 | -3 | 4 | -3
Cc1cc(OCC(=O)Nc2c(C)n(C)n(-c3ccccc3)c2=O)ccc1[N+](=O)[O-] | 0 | -2.8 | -4.5 | 2 | -13 | -1 | 0 | 3 | 9
O=C(CN1CCN(c2ccccc2F)CC1)NCc1ccccc1 | 1 | 0.5 | 1.1 | 1 | -15 | -2 | -2 | 0 | -3
CCOC(=O)c1ccc(NC(=O)N2CCN(c3cccc(OC)c3)CC2)cc1 | 0 | -0.3 | 0.2 | -3 | -20 | -10 | 13 | -2 | -2
Cc1ccc(C(C)C)c(OCC(O)CN2CC(C)OC(C)C2)c1 (configuration not stated) | 4 | 2.3 | -1.4 | -1 | 18 | 4 | -3 | -18 | 2
Cc1cccc(-n2cnc(C(=O)N/N=C\c3ccc(Br)cc3)c2)n1 | 7 | -3.9 | 0.0 | 0 | -3 | -1 | 6 | -8 | -8
Cc1ccc(OCC(=O)OCC(=O)c2ccccc2)cc1C | -2 | -2.8 | -2.8 | -4 | -22 | -13 | 6 | -6 | -9
CCC1=C(OC(=O)N(CC)CC)N2C(=O)OC(=NCCc3c[nH]c4ccccc34)[C@]2(C)[C@H]2C1=CC[C@H]1C(=O)NC(=O)[C@H]12 | -1 | / | / | 5 | / | / | -22 | / | 3
CC1(C)Cc2c(sc(NC(=O)c3ccco3)c2C#N)CO1 | 0 | -1.6 | -1.6 | -1 | -7 | 6 | -14 | 2 | -7
O=C(COC(=O)c1ccccc1SCC(=O)NC1CCCCC1)NC1CCCCC1 | -4 | -3.5 | -2.7 | 3 | -7 | -2 | 10 | 1 | -3
CC1CCN(c2ccccc2N)CC1 | 7 | -1.0 | 1.1 | 0 | 5 | -8 | -8 | -13 | -1
CCN(CC)C(=O)c1sc(NC(=O)C(Sc2ccccc2)c2ccccc2)c(C(=O)OC(C)C)c1C (configuration not stated) | -1 | -4.3 | 0.2 | 1 | -2 | -11 | -8 | 6 | 4
Cc1noc(C)c1C(=O)Nc1nccs1 | 1 | -1.6 | -1.5 | -9 | -3 | 2 | 1 | 0 | -1
CCc1nc2c(cnn2-c2ccc(Cl)cc2)c(=O)n1-c1ccc2c(c1)OCCO2 | -7 | -2.8 | -2.5 | -6 | 1 | -2 | -5 | 2 | 1
Cc1ccc(-c2csc3ncnc(Sc4nnc(CN5CCCCCC5=O)o4)c23)cc1 | 1 | -2.5 | -1.8 | 5 | -37 | 8 | -26 | -14 | -15
CCOc1ccc(C(=O)Oc2cc(C)[nH]c(=O)c2[N+](=O)[O-])cc1 | -4 | -2.6 | -1.1 | 3 | -1 | 1 | -1 | 5 | -12
COc1ccc(CCCc2nnc(SCC(=O)Nc3ccc(C)c(C)c3)o2)cc1 | -10 | -2.4 | -3.5 | 2 | -11 | 2 | -6 | -2 | -21
Cc1nc(NC(=O)CSc2nnnn2C)sc1C | -2 | -1.5 | -3.8 | 4 | 8 | 2 | 22 | 1 | -12
COC(=O)c1cc(S(=O)(=O)N2CCN(c3ccc(OC)cc3)CC2)cn1C | 6 | -4.4 | -2.3 | 1 | -31 | -4 | 4 | 1 | 0
CC(C(=O)Nc1nccs1)c1ccc([N+](=O)[O-])cc1 (configuration not stated) | 1 | 0.6 | 0.7 | -1 | 12 | -3 | 3 | 19 | -1
Cc1c(C(=O)O)cnc2cc(-c3ccc(Cl)cc3)nn12 | -3 | -1.5 | 2.4 | -2 | -3 | -2 | 1 | 0 | 1
CN(C)S(=O)(=O)c1ccc(S(=O)(=O)N2CCCC2)cc1 | 0 | -3.4 | -1.7 | 0 | -5 | -1 | 11 | 1 | 3
Cc1snc(SCc2c(F)cccc2Cl)c1C#N | 2 | -3.8 | -2.1 | 2 | -10 | -4 | 11 | -9 | -3
CCn1c(COc2ccc(=O)n(-c3ccccc3)n2)nnc1SCC(=O)OC | -2 | -0.7 | -1.8 | 4 | -1 | 2 | 10 | 14 | -4
CS(=O)(=O)N(CC(=O)Nc1ccccc1Cl)c1ccc(Cl)cc1 | 3 | -1.7 | -4.8 | -1 | -11 | 2 | 3 | 2 | -3
CCN1C(=NCCOC)N[C@@H](c2cccc(F)c2)C(C(=O)OC)=C1C | -2 | -0.9 | -0.9 | 2 | -2 | -2 | 5 | -6 | 10
Cc1ccc(C(=O)NNC(=O)c2ccc(SCC3CCCO3)c([N+](=O)[O-])c2)cc1 (configuration not stated) | 2 | -2.2 | -3.3 | -4 | 5 | -4 | 15 | 4 | -11
CC(C)C(=O)Nc1ccc(Br)cc1Cl | 2 | -2.3 | -1.4 | 2 | -2 | 2 | 16 | 4 | -9
COc1ccc(CN2C(=O)c3cccnc3C2Nc2ccc(C)cc2)cc1 (configuration not stated) | 3 | -3.6 | -2.0 | 3 | -13 | 1 | 26 | 3 | -23
CCc1ccc(C2C(C#N)=C(N)C(C#N)(C#N)C3=CCC(C(C)(C)C)CC32)cc1 (configuration not stated) | -4 | -0.8 | -1.2 | -6 | -40 | -17 | 13 | 16 | -12
Cc1ccc(Nc2nc(/N=C/N(C)C)n[nH]2)cc1C | -1 | -3.4 | -2.2 | 2 | -3 | -1 | 5 | 8 | -3

The final two records of the part before open the next one.
SMILES | IDE inh | IMP-1 inhibitor | VIM-2 inhibitor | IDE act | FID counter | PfM18AAP inh | UBC9 SUMO inh | NS3 helicase inh | pCIP destab
CCc1ccc(C2C(C#N)=C(N)C(C#N)(C#N)C3=CCC(C(C)(C)C)CC32)cc1 (configuration not stated) | -4 | -0.8 | -1.2 | -6 | -40 | -17 | 13 | 16 | -12
Cc1ccc(Nc2nc(/N=C/N(C)C)n[nH]2)cc1C | -1 | -3.4 | -2.2 | 2 | -3 | -1 | 5 | 8 | -3
CC(=O)c1cc2c(=O)c3ccccc3oc2nc1C | -5 | -0.7 | -2.4 | 2 | -1 | 4 | / | 0 | /
Cc1c(/C(O)=C2\C(=O)C(=O)N(CCCN(C)C)C2c2ccccc2)cnn1-c1ccccc1 (configuration not stated) | / | -2.0 | -2.9 | 7 | -5 | -1 | 14 | 1 | 4
O=C(CCc1ccc(S(=O)(=O)N2CCOCC2)cc1)Nc1ccc2ccccc2c1 | 27* | 0.7 | -1.2 | -22 | -12 | 3 | -4 | -16 | -12
C=CCSC1=C(C#N)C(c2ccccc2)CC(=O)N1 (configuration not stated) | -2 | -4.9 | 1.7 | -3 | -2 | -31 | -7 | -4 | -9
COn1c(-c2ccc(Cl)cc2)nc2ncccc21 | 2 | -3.1 | -0.9 | -3 | -7 | 11 | 8 | 0 | -2
CC(=O)Nc1ccc(NS(=O)(=O)c2ccc3c(c2)oc(=O)n3C)cc1 | 3 | -2.4 | -1.9 | 1 | -3 | -11 | 8 | -10 | 5
C=CCc1ccc(OCCn2nnc3ccccc32)c(OC)c1 | 0 | -3.0 | 0.0 | -4 | -31 | 4 | 10 | -4 | -16
CC(C)Sc1nc2c(c(=O)n(C)c(=O)n2C)n1Cc1ccc(Cl)cc1 | 4 | -0.3 | -1.3 | 10 | -5 | -11 | -3 | 0 | 6
O=C(/C=C/c1ccco1)Nc1ccccc1N1CCCC1 | 2 | -1.6 | 0.2 | -1 | -6 | -13 | 15 | 2 | -13
Cc1ccc(CSCC(=O)N/N=C/c2ccc(OCC(=O)Nc3ccc(C)cc3)cc2)cc1 | 5 | -3.1 | -3.2 | 4 | -5 | 0 | 7 | -11 | -12
CCCC(CCC(=O)Nc1cc([N+](=O)[O-])ccc1O)C(=O)O (configuration not stated) | 1 | -2.1 | -2.0 | 10 | 4 | -4 | -2 | -7 | -6
S=c1[nH]c2ccccc2n1CCOc1ccccc1 | -1 | 0.4 | -0.9 | -2 | -19 | 17 | 0 | 28 | 1
CCCNS(=O)(=O)c1ccc2c(c1)CCCN2C(C)=O | 1 | -1.1 | -4.2 | 8 | -4 | -5 | 38 | -2 | 2

Bioassay records (PubChem)
